PMI inhibition = MPI inhibition at elevated mannose 6-phosphate – biochemical, fluorescence intensity, high mannose 6-phosphate, primary screen (AID 1220). recombinant PMI enzyme, coupled fluorescence intensity; higher % means a stronger effect. one-dose inhibition, % at 20 µM; IC50 in µM for titrated hits. hit rate 0.66% among 190,000
LYP phosphatase = inhibitors of LYP phosphatase, biochemical, fluorescence intensity, uHTS (AID 1779). hit rate 0.054% among 290,000. recombinant LYP phosphatase, fluorescence intensity; higher % means a stronger effect. inhibition, % at 11.5 µM, or IC50 in µM where a hit was titrated;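 note: plate controls were vehicle with enzyme for no effect and no enzyme for full effect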
M17LAP inhibition = P. falciparum M17LAP inhibitors, primary screen, biochemical, fluorogenic H-Leu-NHMec substrate, 1536-well (AID 1619); recombinant M17LAP, H-Leu-NHMec fluorogenic kinetic assay; higher % means a stronger effect; inhibition, % at 30 µM; hits with a dose series show IC50 in µM; hit rate 0.38% among 220,000;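 active = compound inhibiting the enzyme by more than half at any dose during confirmatory dose-response retesting; inconclusive = strong single-dose inhibitors picked by rank but not retested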;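 note: plate controls were full reaction with DMSO carrier for no effect and no enzyme background for full effect; strong numbers were not always called active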
XIAP antagonists = XIAP antagonists, biochemical, IAP family, fluorescence polarization (AID 1018) | XIAP BIR domain, fluorescence polarization peptide displacement; higher % means a stronger effect | displacement, % at 20 µM, or IC50 in µM where a hit was titrated | hit rate 0.007% among 200,000; in the data active = displacement above about 50%; note: a part of the inactive calls stands beside numbers as strong as those of hits
WT yeast gro inh = growth inhibition of WT yeast, mitochondrial fusion screen. mitochondrial fusion phenotypic screen, WT strain. inhibition, % at 10 µM. hit rate 2.1% among 190,000; in the data active = inhibition above about 58%; tested in S. cerevisiae
Yfh1-depleted yeast = mitochondrial function rescue without frataxin homolog – Friedreich's ataxia, plus single-dose screen, dose response (AID 1465). hit rate 0.074% among 220,000. S. cerevisiae Yfh1-off respiration, WST-1 reduction, 72 h; higher fold induction means a stronger effect. one-dose fold induction at 50 µM; EC50 in µM for titrated hits;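 active = fold induction of absorbance versus untreated yeast above a set limit, then at least 30% activation at any dose in follow-up; inconclusive = repeats straddling the limit, or above it without dose testing; inactive = fold induction below the set limit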;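 note: activators that raise dye reduction in frataxin-depleted yeast; strong numbers were not always called active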
M1AAP inhibition = malaria alanyl aminopeptidase activity blockers – biochemical, fluorogenic H-Leu-NHMec substrate, 1536-well (AID 1445); recombinant M1AAP, H-Leu-NHMec fluorogenic kinetic assay; higher % means a stronger effect; inhibition, % at 30 µM; hits with a dose series show IC50 in µM; hit rate 0.42% among 220,000;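 active = primary inhibition above the hit cutoff, then over 50% inhibition at one or more dose response concentrations, cut at about 23% in these data, passing the limit was not always enough; inconclusive = conflicting primary data, or primary hits not chosen for dose response; inactive = low primary inhibition, or under 50% at every dose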;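 note: plate controls were DMSO full reaction for no effect and no enzyme background for full effect; strong numbers were not always called active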
human PMI inhibition = inhibitors of human PMI, primary screen, biochemical, fluorescence intensity, coupled assay (AID 1209); purified PMI enzyme, coupled fluorescence intensity; higher % means a stronger effect; one-dose inhibition, % at 20 µM; IC50 in µM for titrated hits; hit rate 0.42% among 190,000;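 note: plate controls were DMSO vehicle for no effect and wells lacking substrate for full effect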
TNAP activators = stimulation of alkaline phosphatase TNAP activity – biochemical, luminescent, no phosphate acceptor, uHTS, primary screen (AID 1001) | purified TNAP, luminescent activation assay, no phosphate acceptor; higher activation fold means a stronger effect | activation fold at 20 µM, or EC50 in µM where a hit was titrated | hit rate 0.03% among 200,000; in the data active = activation fold from about 3, or a potency from the dose series; inactive = the rest, 99 in 100 with activation fold below about 1.6; note: many of its hits are not listed in these tables
WT yeast gro inh mutant strain = second read-out of WT yeast gro inh, no call of its own (marks repeat the call); inhibition, %; mitochondrial fusion phenotypic screen, mutant strain inhibition
The depositor's hits bear a star; i = inactive; ? = inconclusive; nt = no result given. Cut-off read from the data, not from the text of the source, unless noted: active = inhibition above about 50%; inactive = the rest.

SMILES	PMI inhibition	LYP phosphatase	M17LAP inhibition	XIAP antagonists	WT yeast gro inh	WT yeast gro inh mutant strain	Yfh1-depleted yeast	M1AAP inhibition	human PMI inhibition	TNAP activators
C/C(=N\NC(=O)c1ccccc1[N+](=O)[O-])c1ccc(Br)s1	6%	-1%	-8%	-8.1%	0	-6	i	-2%	-1%	1.1
COc1cc2nc(CN3CCN(S(=O)(=O)c4ccc(C)c(C)c4)CC3)[nH]c(=O)c2cc1OC	-14%	-6%	17%	-7.8%	-12	11	i	2%	-8%	1.1
COC(=O)C1CCN(CC(=O)Nc2cc(Cl)ccc2OC)CC1	-8%	-7%	1%	-3.5%	4	-1	i	1%	-7%	1
COc1ccccc1Nc1ccc(S(=O)(=O)N2CCCCC2)cc1[N+](=O)[O-]	14%	0%	-8%	-8.6%	-10	-9	i	?	15%	0.9
Cc1cc(/C=N/Nc2ccc([N+](=O)[O-])cn2)c(C)n1-c1ccc(C(=O)O)cc1	-22%	20%	13µM*	2.9%	6	10	i	16%	-33%	0.7
CCCn1c(/N=C/c2cc(OC)ccc2O)nc2ccccc21	14%	-4%	4%	-2.2%	-2	5	i	5%	6%	1.1
CCN(CC(=O)NCc1cccs1)C(=O)c1ccc(S(=O)(=O)N(C)C)cc1	2%	1%	-6%	-1.0%	-2	2	i	6%	-1%	1.1
O=C(CSc1nnc(Cn2c(=O)sc3ccccc32)n1CCc1ccccc1)N1CCOCC1	9%	-8%	12%	-4.4%	-7	4	i	6%	8%	1.1
Cc1cc(C(=O)CSc2nnc(N)s2)c(C)n1CCc1ccc(F)cc1	-2%	8%	-5%	0.0%	21	-9	i	0%	-2%	1.1
O=C1c2cccnc2C(=O)N1Cc1ccco1	2%	-6%	2%	-5.6%	8	4	i	-4%	7%	1.1
CN1CCN(C(=O)c2cnn3c(C(F)F)cc(C4CC4)nc23)CC1	9%	1%	7%	0.8%	6	2	i	7%	9%	1.1
CC(=O)N1CCN=C1SCc1ccc(Cl)cc1	14%	0%	7%	-0.4%	0	8	i	8%	8%	1.1
CCOC(=O)c1ccc(NC2Nc3cc(C)nn3S2)cc1 (stereo not given)	12%	-5%	2%	1.7%	-15	-2	i	1%	21%	1.2
S=c1[nH]nc(Nc2ccccc2Cl)s1	17%	-2%	7%	-3.5%	11	-11	i	12%	49%	0.9
O=[N+]([O-])c1ccc(OCCOc2ccccc2/C=N/n2cnnc2)cc1	-2%	-5%	-2%	-3.1%	7	10	i	3%	-2%	1.1
Cc1sc(Nc2ccc([N+](=O)[O-])cc2)nc1-c1c(C)n(C)n(-c2ccccc2)c1=O	13%	1%	10%	0.9%	-11	7	i	10%	20%	1
CCOC(=O)c1cnn(-c2nc(-c3ccc(F)cc3)cs2)c1C(F)(F)F	6%	-5%	4%	-1.9%	nt	nt	i	6%	12%	1.1
CCCC1CC(CSc2ncn[nH]2)OC1=O (stereo not given)	7%	-4%	9%	-3.8%	-1	-1	i	-3%	0%	1
CCCCCCCCCCCC(=O)N1CC(=O)NC(=O)C1	nt	0%	-2%	nt	nt	nt	i	0%	nt	nt
COc1ccc(CC(=O)Nc2cc(C)on2)cc1OC	-6%	-4%	0%	-5.5%	13	-4	nt	4%	-3%	1.1
Cc1ccc2nc(NC(=O)CSCc3ccccc3)sc2c1	-1%	-3%	3%	-3.8%	5	9	i	2%	-6%	1
CN(C(=O)COc1cc(=O)n(C)c2ccccc12)c1ccc(Cl)cc1	0%	-10%	1%	-4.2%	2	-3	i	2%	1%	0.9
COC(=O)NCCOc1nc(N(C)C)nc(N(C)C)n1	0%	-9%	1%	-3.6%	16	6	i	-4%	2%	1
Cc1ccc(CSCCC(=O)NCCc2ccc(Cl)cc2)cc1	8%	0%	-8%	-10%	6	0	i	2%	12%	1.2
Cc1cc(OC2CCCCC2)nc(-c2ccccc2O)n1	0%	-8%	5%	1.7%	32	15	i	2%	-13%	1.1

Other compounds:
SMILES	PMI inhibition	LYP phosphatase	M17LAP inhibition	XIAP antagonists	WT yeast gro inh	WT yeast gro inh mutant strain	Yfh1-depleted yeast	M1AAP inhibition	human PMI inhibition	TNAP activators
CN(C)/C=c1\sc2c(C#N)cc(C(=O)c3ccc(Br)cc3)n2c1=O	1%	0%	4%	-1.2%	-3	-14	i	14%	7%	1
Cc1cc(NC(=O)COc2ccc(Cl)cc2Cl)n(-c2ccccc2)n1	1%	-11%	-4%	-1.4%	-1	13	i	0%	-8%	1
FC(F)Sc1ccc(Nc2ncnc3nc[nH]c23)cc1	4%	-2%	-13%	-5.3%	7	-4	i	-1%	0%	2.5
O=C(NCCc1ccc(Cl)cc1)C1CCN(c2ncccn2)CC1	11%	-9%	7%	-8.4%	-3	-4	i	5%	15%	1.1
Cc1cc(=O)[nH]c(N/N=C/c2ccc(N(C)C)cc2)n1	22%	0%	26%	-4.8%	-11	-8	i	13%	16%	1.2
O=C(CC(C(=O)NCc1ccccc1)c1nc2ccccc2c(=O)[nH]1)NCc1ccccc1 (stereo not given)	nt	4%	3%	nt	nt	nt	i	6%	nt	nt
COc1cccc(N(CC(=O)Nc2ccc3c(c2)OCO3)S(=O)(=O)c2ccccc2)c1	6%	-4%	-1%	-6.0%	-15	-1	i	2%	8%	1.1
CC(=O)NC(Cc1ccccc1)C(=O)NC1CCN(C(=O)c2ccc([N+](=O)[O-])cc2)CC1 (stereo not given)	-2%	-8%	-4%	-3.4%	5	7	i	3%	4%	1.1
Cc1noc(/C=C/c2ccco2)c1S(=O)(=O)N1CCC(C(=O)N(C)Cc2ccccc2)CC1	18%	-2%	12%	-6.9%	24	2	i	14%	22%	1
O=C(Nc1ccccc1C(=O)NCCc1ccccc1)c1ccco1	-4%	-2%	4%	-4.2%	2	0	i	6%	-4%	1
FC(F)(F)c1cc(-c2ccccc2)nc(N2CCCCC2)n1	6%	-6%	0%	92%	-7	4	i	12%	10%	1.1
COc1cc2c(cc1OC)C1(Nc3c-2c(C)nn3-c2ccccc2)C(=O)Nc2ccccc21 (stereo not given)	6%	2%	0%	-2.7%	10	14	nt	-2%	8%	1
COC(=O)c1ccccc1NC(=O)CCCn1nc([N+](=O)[O-])cc1C	-5%	-4%	5%	-3.8%	-12	0	i	6%	-2%	1.1
COc1ccccc1CN(Cc1cc2c(C)ccc(C)c2[nH]c1=O)Cc1nnnn1Cc1ccco1	10%	5%	-3%	-6.5%	9	3	i	2%	15%	1.1
CC(C)CNc1nc(Oc2ccc(=O)n(C)n2)nc(N2CCOCC2)n1	4%	0%	6%	-3.6%	13	-9	nt	-1%	3%	1.1
Cc1cccc(CS(=O)(=O)Cc2ccc(C(=O)O)o2)c1	4%	2%	-2%	-8.2%	5	5	i	4%	13%	1.1
CCOC(=O)c1c(CN(CC)CC)oc2cc(Br)c(O)cc12	15%	-7%	-1%	-2.4%	10	5	i	7%	14%	1.1
COc1ccc(C(=O)Nn2c(SCC(=O)NC3CCCCC3)nc3ccccc3c2=O)cc1	11%	-6%	9%	-10%	17	5	i	5%	15%	1.1
CC(C)N1C(=O)C(Cc2nc3ccccc3c(=O)n2-c2ccccc2)c2ccccc21 (stereo not given)	-1%	2%	5%	-2.9%	-16	-2	i	9%	1%	1.1
CN1CCN(CC(O)(c2ccc(Cl)cc2)c2ccc(Cl)cc2)CC1	55%*	3%	-4%	-0.5%	82*	66*	i	-1%	-6%	1.1
COc1ccc(N2CCC(CNC(=S)Nc3c(C)cccc3C)C2)cc1 (stereo not given)	nt	7%	-8%	nt	nt	nt	i	2%	nt	nt
Cc1cccnc1NS(=O)(=O)c1cccc([N+](=O)[O-])c1	8%	-7%	13%	-2.7%	-7	3	i	2%	1%	1.1
CCOC(=O)c1c(C)[nH]c(C)c1C(=O)COC(=O)c1cc2ccccc2cc1OC	18%	-4%	1%	-6.0%	5	-10	i	2%	18%	1.1
O=C(CN1CCNCC1)Nc1ccc(Oc2ccccc2)cc1	8%	-8%	14%	-23%	7	-19	i	3%	7%	1.1
CN1CCC(OC(=O)COc2ccccc2)CC1	-10%	-4%	-7%	-3.8%	-11	-12	i	7%	0%	1

The list goes on:
SMILES	PMI inhibition	LYP phosphatase	M17LAP inhibition	XIAP antagonists	WT yeast gro inh	WT yeast gro inh mutant strain	Yfh1-depleted yeast	M1AAP inhibition	human PMI inhibition	TNAP activators
COc1ccc2c(c1)CC/C(=C\C=C\c1ccccc1OC)C2=O	53%*	-4%	2%	-8.2%	28	1	i	7%	14%	1
O=C(Cn1cnc2ccccc2c1=O)Nc1ccc2c(c1)OCCO2	53%*	2%	5%	-1.9%	-48	-4	i	-3%	17%	1.2
CC(=O)NCCn1c(SCC(=O)NCCC2=CCCCC2)nc2ccccc2c1=O	-3%	-6%	-6%	-4.4%	-4	-14	i	0%	2%	1.2
OCC1(CCc2ccccc2)CCN(Cc2cc(Cl)ccc2O)CC1	19%	-10%	2%	-8.2%	31	26	i	5%	16%	1
COC(=O)c1cn(C(=O)OC)c2ccccc12	10%	-3%	3%	-4.4%	66*	4.0*	i	-7%	11%	1
CCOC(=O)COc1c(OC)cc(Cl)cc1C1Nc2ccccc2C(=O)N1c1ccc(F)cc1 (stereo not given)	0%	-2%	3%	-8.3%	35	-3	i	11%	4%	1.1
CC(C)NC(=O)C(=O)NCCCOC(C)C	-14%	0%	4%	-0.2%	-3	-6	i	6%	-13%	1
CN(C)Cc1cccc([N+](=O)[O-])c1O	nt	-8%	0%	nt	nt	nt	i	11%	nt	nt
O=C(O)CCC(=O)NC1CCCCC1	-10%	0%	2%	-1.7%	-12	-11	i	-4%	-5%	1.1
N#CCCSCc1ccc(OCC(=O)O)cc1	-7%	-6%	-2%	-3.7%	0	3	i	-3%	-7%	1
COC(=O)/C(=C/c1cn(C(C)=O)c2ccccc12)[N+](=O)[O-]	nt	-6%	12%	nt	nt	nt	i	2%	nt	nt
Cc1ccc(-n2cc(CN3CCN(C(=O)c4ncn[nH]4)CC3)c(-c3ccc(F)cc3)n2)cc1	nt	-4%	5%	nt	nt	nt	i	-5%	nt	nt
O=C(CN1C(=O)c2ccccc2C1=O)OC(C(=O)c1ccc(Cl)cc1)c1ccccc1 (stereo not given)	8%	4%	0%	-1.9%	4	18	i	-8%	10%	1.1
CC1CCCCC1NC(=O)CSc1nc2ccccc2c(=O)n1Cc1ccco1 (stereo not given)	8%	-5%	nt	-5.7%	nt	nt	nt	nt	1%	1.1
Cc1nn(CC(=O)N/N=C/c2cccs2)c(C)c1[N+](=O)[O-]	nt	-4%	6%	nt	nt	nt	i	3%	nt	nt
COc1ccc(Cc2nc(-c3ccc(NC(=O)c4cccnc4)cc3)no2)cc1	5%	-2%	-10%	-7.0%	-4	-27	i	1%	16%	1.1

Compound activity as filed in PubChem.
